HTT ATP protect: cytoprotection in Huntington HTT-Q103 PC12 cell model. PC12 HTT-Q103 induced, cytoprotection, ATP luminescence, 40 h. Potency, µM (top dose mostly 56.4 µM), for inactives: cytoprotection (ATP increase), usual class: activators. 0.14% of 230,000 active. AID 1471;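 also: % of control where 0% means no effect; nearly all actives have a fitted effect of over 45% in size; toxic huntingtin expression switched on by the ecdysone agonist tebufenozide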
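Huntington model: PC12 line, ecdysone-inducible HTTQ103 exon1–GFP, tebufenozide 100 nM. Test articles in a dose series. Endpoint luminescence from cellular ATP.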
Tau FP inhib: inhibitors of human tau fibril formation; K18 P301L tau heparin fibrillization, Alexa594 FP, 6 h; AID 1468; Potency, µM (series often up to 57.7 µM), inactives show at the highest dose activity, negative = inhibition, most hits filed as inhibitors; 0.39% of 280,000 active; P10636; also: % is scaled to controls: 0 for no effect and ±100 for the full control effect; nearly all actives have a fitted effect of over 55% in size
Target sequence (P10636 561-689 P618L limits assumed): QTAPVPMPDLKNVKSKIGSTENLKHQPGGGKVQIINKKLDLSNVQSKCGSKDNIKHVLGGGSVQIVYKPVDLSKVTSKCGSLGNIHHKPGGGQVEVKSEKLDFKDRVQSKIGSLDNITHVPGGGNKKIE
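Compound effects on tau fibrillization are measured by Alexa 594 fluorescence polarization (ex 555, em 632 nm). K18 P301L tau is used at 15 uM with 0.24 uM labeled tracer, and 20 uM heparin induces aggregation over 6 hr at 37 C.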
TexasRed fluor: counter-screen for TRb-SRC2 inhibitors: fluorescence interference; TRb/SRC2 Texas Red total fluorescence interference; Potency, µM (top dose mostly 106 µM), without a hit: at the highest dose fluorescence change, negative = quenching; 0.29% of 280,000 active; active = well fitted curve in either direction with a large enough effect; inconclusive = small, poorly fitted or top-dose-only effect; also: % is scaled to controls: 0 for no effect and ±100 for the full control effect
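Flags fluorescent or light-absorbing compounds by total fluorescence, S + 2P, at 555 nm excitation and 632 nm emission. Mixture: 20 nM Texas Red SRC2 peptide, 0.6 uM human TRb LBD, 1 uM T3, 5% DMSO; compound exposure 5 h at ambient temperature.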
Tau fibril ThT: inhibitors of human tau fibril formation, thioflavin T binding; AID 1460; 2.1% of 270,000 active; recombinant tau K18 P301L, heparin-induced fibrillization, ThT fluorescence; P10636; Potency, µM (doses to about 57.4 µM), inactives show top-dose activity, negative = inhibition, actives largely listed as inhibitors; also: % is scaled to controls: 0 for no effect and ±100 for the full control effect; nearly all actives have a fitted effect of over 55% in size
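Aggregation was driven by heparin (20 uM final) acting on recombinant tau […] bearing P301L in 100 mM sodium acetate pH 7; fibrils were detected with Thioflavin T.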
Tau fluor cs: counter-screen for tau fibril formation inhibitors | tau K18 P301L (four-repeat tau fragment) Alexa594 fluorescence, heparin fibrillization | Potency, µM (titrated, usually from 57.7 µM), inactives show top-dose activity change, negative = decrease | 0.93% of 280,000 active; also: % is scaled to controls: 0 for no effect and ±100 for the full control effect; nearly all actives have a fitted effect of over 55% in size
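Human K18 P301L tau (15 uM unlabeled plus 0.24 uM Alexa 594-labeled, final) in 100 mM sodium acetate pH 7 was mixed with compound and 20 uM heparin and incubated 6 hr at 37 C.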
L3MBTL1 inh: L3MBTL1 (human) inhibition | Q9Y468 | AlphaScreen L3MBTL1–H3K9me1 peptide binding | Potency, µM (series often up to 57.1 µM), without a hit: at the highest dose activity, negative = inhibition, most hits filed as inhibitors | 0.66% of 230,000 active; also: % is scaled to controls: 0 for no effect and ±100 for the full control effect; nearly all actives have a fitted effect of over 60% in size
Target sequence (Q9Y468 whole entry, looked up): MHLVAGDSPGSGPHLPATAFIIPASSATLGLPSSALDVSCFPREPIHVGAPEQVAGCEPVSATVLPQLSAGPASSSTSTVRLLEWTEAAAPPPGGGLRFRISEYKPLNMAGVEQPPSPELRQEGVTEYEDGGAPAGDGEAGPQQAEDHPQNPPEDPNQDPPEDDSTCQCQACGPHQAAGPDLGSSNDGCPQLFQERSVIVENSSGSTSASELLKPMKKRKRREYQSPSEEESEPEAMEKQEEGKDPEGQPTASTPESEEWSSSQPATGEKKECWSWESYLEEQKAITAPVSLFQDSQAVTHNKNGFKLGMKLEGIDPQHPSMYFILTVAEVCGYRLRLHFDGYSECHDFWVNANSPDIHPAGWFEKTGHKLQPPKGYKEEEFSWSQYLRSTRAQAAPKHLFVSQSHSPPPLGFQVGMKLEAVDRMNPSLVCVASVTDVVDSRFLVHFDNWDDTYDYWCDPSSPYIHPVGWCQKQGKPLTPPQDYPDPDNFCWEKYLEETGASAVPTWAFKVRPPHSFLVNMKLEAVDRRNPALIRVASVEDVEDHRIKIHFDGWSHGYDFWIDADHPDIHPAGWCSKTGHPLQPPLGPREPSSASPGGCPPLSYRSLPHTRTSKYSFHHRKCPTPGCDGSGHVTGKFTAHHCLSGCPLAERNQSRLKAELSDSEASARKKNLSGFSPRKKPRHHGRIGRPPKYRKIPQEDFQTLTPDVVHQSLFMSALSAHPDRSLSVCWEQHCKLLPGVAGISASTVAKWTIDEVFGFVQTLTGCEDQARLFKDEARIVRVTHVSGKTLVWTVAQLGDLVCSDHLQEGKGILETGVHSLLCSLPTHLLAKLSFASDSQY
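L3MBTL1 50 nM + b-AHA-H3(1-15)K9me1 75 nM, 30 min RT; compound added, 30 min RT; streptavidin donor/Ni-chelate acceptor beads 10 ug/mL each final, 30 min RT dark; AlphaScreen read.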
TRb-SRC2 inh: inhibitors of human thyroid hormone receptor beta-SRC2 interaction; AID 1469; Potency, µM (doses to about 106 µM), for the others: at the top dose activity change, negative = inhibition, usual class: inhibitors; 0.065% of 280,000 active; TRbeta-SRC2 peptide binding, fluorescence polarization; receptor liganded with 1 µM T3;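 also: plate controls were bound peptide for no effect and peptide without receptor for full effect; nearly all actives have a fitted effect of over 50% in size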
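Decrease in fluorescence polarization of 20 nM Texas Red SRC2 coactivator peptide flagged inhibition of its binding to 0.6 uM TRb LBD; 1 uM T3 included, incubation 5 hr, ex 555/em 632 nm.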
RECQ1 helicase: blocks DNA unwinding by human RECQ1. P46063. RECQ1 DNA unwinding, red fluorescence kinetic read. Potency, µM (titrated, usually from 57.3 µM), for inactives: top-dose activity, negative = inhibition, usual class: inhibitors. 0.54% of 240,000 active. AID 2549;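 also: plate controls were vehicle for no effect and no enzyme for full effect; nearly all actives have a fitted effect of over 30% in size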
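50 nM RECQ1T1 preincubated 15 min with compound in Tris pH 8.0 buffer with MgCl2, DTT, Tween-20 and 2.5 ug/ml poly(dI-dC); started with 200 nM TAMRA/BHQ-2 forked duplex and 2 mM ATP. Unwinding read as fluorescence (525/598 nm), two reads 2 h apart.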
* = called active by the depositor; i = inactive; ? = inconclusive; · = not tested or not shown; [ ] = remark or other dose. Unless noted, calls follow the shape of the dose curve; as a rule, active = well fitted curve in the direction sought with a large enough effect; inconclusive = small, poorly fitted or top-dose-only effect, or another doubt; inactive = no such curve, though single readings can be large; an effect the other way counts as inactive or inconclusive. Potency is read from the fitted curve at half-maximal effect. These rows are one share of the data; the hit share may differ from the screen's.

| compound | HTT ATP protect | Tau FP inhib | TexasRed fluor | Tau fibril ThT | Tau fluor cs | L3MBTL1 inh | TRb-SRC2 inh | RECQ1 helicase |
| --- | --- | --- | --- | --- | --- | --- | --- | --- |
| CCn1cc(C(=O)OCC(=O)c2cc(C)n(-c3ccccc3)c2C)c(=O)c2ccc(C)nc21 | 13.5%[10 µM] | 1.8% | -8.1% | ? | 5.9% | -1.1% | 6.9% | -11.1% |
| COc1ccc(N(CC(=O)NCc2ccccc2)S(=O)(=O)c2c(C)nn(C)c2C)cc1 | 18.3%[10 µM] | -2.5% | 3.0% | -15.6% | -2.4% | 3.0% | 4.2% | i |
| CC(C)CCNC(=O)c1ccc2c(c1)NC(=O)C(CS(=O)(=O)Cc1ccc(F)cc1)N2 (centres undefined) | · | ? | -4.2% | ? | -15.4% | · | -6.4% | · |
| Cc1cc(NCCCN(C)C)n2nc(-c3cccs3)cc2n1 | -6.0%[10 µM] | 12.7% | 1.1% | 9.7% | 8.9% | -18.2% | 4.8% | 6.5% |
| Cc1cc(C)nc(Nc2ncc(O)n2-c2ccc(C)c(Cl)c2)n1 | 1.9%[10 µM] | -5.6% | 1.5% | -19.7% | -11.7% | 10.0% | -9.5% | 9.7% |
| Cc1ccnc2nc(C(=O)Nc3nnc(-c4ccccc4)o3)nn12 | 8.3%[10 µM] | 5.9% | -2.9% | -15.8% | -1.8% | ? | -5.9% | ? |
| O=C(O)c1cccc(Cn2c(Cl)c(/C=N/Nc3ccccc3)sc2=O)c1 | -17.9% | ? | -4.1% | 17.8µM* | ? | · | 6.5% | 31.6µM* |
| COc1cc(CC(=O)OCC(=O)Nc2ccc(Cl)c(S(=O)(=O)N(C)C)c2)cc(OC)c1OC | 35.8%[10 µM] | -5.2% | 0.0% | -8.8% | -19.0% | 8.9% | 6.6% | -3.4% |
| Nc1nonc1NC(=O)CSc1nc2ccccc2s1 | -4.1% | -1.7% | 0.6% | -2.1% | -3.6% | · | -2.0% | -3.0% |
| CCCCCCC(=O)Nc1ccc2nc3c(=O)n(C)c(=O)n(C)c3nc2c1C | · | -4.6% | -2.4% | ? | -13.8% | · | 6.2% | · |
| COc1ccc(NC(=O)CSc2nc(C)cc(C)c2C(=O)Nc2cccc(C)c2)cc1 | · | -6.2% | ? | 10.1% | -9.2% | · | -20.0% | · |
| COc1cc(OC)c(C2Nc3c(C)cccc3-c3cc(C)nn32)cc1OC (centres undefined) | · | ? | -64.1% | 6.6% | -18.7% | · | -16.3% | · |

Compound profiles, as listed above. Order of values: HTT ATP protect | Tau FP inhib | TexasRed fluor | Tau fibril ThT | Tau fluor cs | L3MBTL1 inh | TRb-SRC2 inh | RECQ1 helicase
CC(C)CCNC(=O)c1ccc2c(c1)NC(=O)C(CS(=O)(=O)Cc1ccc(F)cc1)N2 (centres undefined) in the list: · | ? | -4.2% | ? | -15.4% | · | -6.4% | ·
Cc1cc(NCCCN(C)C)n2nc(-c3cccs3)cc2n1 in the list: -6.0%[10 µM] | 12.7% | 1.1% | 9.7% | 8.9% | -18.2% | 4.8% | 6.5%

Further records
| compound | HTT ATP protect | Tau FP inhib | TexasRed fluor | Tau fibril ThT | Tau fluor cs | L3MBTL1 inh | TRb-SRC2 inh | RECQ1 helicase |
| --- | --- | --- | --- | --- | --- | --- | --- | --- |
| Nc1nc(NC(=O)c2cccs2)nn1-c1ccccc1 | -21.8% | -5.4% | 0.0% | -7.6% | -2.4% | -1.4% | -1.2% | i |
| CC(C)NC(=O)/C(=N\O)c1ccccc1 | -12.7% | -0.1% | 0.6% | -4.1% | 0.1% | -0.4% | -12.3% | i |
| CCN1CCCC1CNC(=O)CSc1cc(=O)n(CC)c2ccccc12 (centres undefined) | -11.8% | -1.6% | -1.6% | 0.6% | 0.4% | -7.5% | -3.3% | i |
| O=[N+]([O-])c1ccc(N2CCN(S(=O)(=O)c3ccccc3[N+](=O)[O-])CC2)cc1N1CCc2ccccc2C1 | -8.1%[10 µM] | -13.6% | 0.7% | -6.9% | -16.5% | -7.6% | 1.0% | -1.6% |
| Cc1ccc(C)c(NC(=O)CCN2CC(C)OC(C)C2)c1 (centres undefined) | -17.5% | 6.8% | -0.8% | -2.5% | -3.0% | 2.1% | 2.7% | 13.2% |
| NC(=O)c1ccc(N2CCCCC2)c(N2C(=O)C3CC=CCC3C2=O)c1 (centres undefined) | -16.5% | 0.2% | -0.8% | 4.0% | 1.9% | -0.6% | -16.9% | -1.4% |
| N=c1c2c(ncn1Cc1ccco1)Oc1ccc3ccccc3c1C2c1ccccc1 (centres undefined) | -0.4%[10 µM] | ? | -2.7%[53 µM] | -10.0% | -22.9% | -6.3% | 1.3%[53 µM] | -20.0% |
| COc1ccc(-n2cc(CN3CCCC3)c(-c3cccc(F)c3)n2)cc1 | 11.6%[10 µM] | -0.1% | -1.6% | -4.6% | -7.9% | -3.5% | -0.9% | i |
| O=C(NCC1CCCO1)c1ccccc1-c1nc(-c2ccc(F)cc2)no1 (centres undefined) | -21.9%[0.074 µM] | 2.6% | 0.1% | 0.7% | -0.6% | -8.2% | 3.5% | 0.1% |
| COc1ccc(NC(=O)C(c2ccccc2)N2Cc3ccccc3C2=O)cc1 (centres undefined) | · | -5.1% | -5.2% | -1.1% | -12.2% | · | 0.5% | · |
| COc1ccc(/C=N/Nc2ccc(C(F)(F)F)cc2[N+](=O)[O-])cc1O | 6.2%[0.074 µM] | 0.5% | 2.1% | ? | ? | -4.3% | 3.3% | -2.5% |
| CCC(NC(=O)Cn1cnc2c(=O)n(C)c(=O)n(C)c21)c1ccccc1 (centres undefined) | 24.5%[10 µM] | 9.6% | -2.3% | -0.4% | 3.4% | -10.7% | -4.3% | -4.5% |
| CC(=O)c1ccc(NC(=O)CSc2nccn2C)cc1 | -14.7%[10 µM] | -6.7% | 0.4% | -6.4% | -12.0% | 8.2% | 5.4% | i |
| CCOC(=O)c1c(C)[nH]c(C)c1C(=O)COC(=O)[C@@H](NC(=O)c1ccccc1OCC)C(C)C | -19.3% | 4.5% | -3.5% | -12.9% | -24.4% | · | -4.9% | -2.0% |
| COc1ccc(C(=O)c2sc(Nc3ccccc3)c(C(=O)Nc3ccc(OC)c(OC)c3)c2N)cc1 | -1.5% | ? | -2.0% | 15.8µM* | 15.8µM*[quencher] | ? | 1.7% | -2.4% |
| Cc1cccc(-n2nc3c(c2NC(=O)c2ccco2)CS(=O)(=O)C3)c1C | -14.3% | 0.0% | 2.6% | -2.2% | -5.8% | · | 5.0% | -4.2% |
| O=S(=O)(c1ccc(Cl)cc1)N1CCN(Cc2ccc(O)c3ncccc23)CC1 | · | 0.4% | -2.1% | ? | -15.8% | ? | 5.1% | 21.8% |
| Cc1cc(C)c2ccc(Cl)cc2n1 | -0.5%[10 µM] | -6.9% | -1.5% | 0.1% | -0.6% | 4.3% | 2.1% | -5.0% |
| CCCOc1ccc(-c2nonc2NC(=O)COc2ccc(C)cc2)cc1OCCC | · | -10.4% | 5.8% | 8.2% | 4.1% | · | -5.7% | · |
| CN1/C(=C\C=C2\N=C(c3ccc(F)cc3)OC2=O)C(C)(C)c2ccccc21 | 13.1% | ? | ? | 28.2µM* | -19.2% | · | -27.5% | -8.8% |
| COC(=O)C(C#N)C(c1cccnc1)c1c(C)[nH][nH]c1=O (centres undefined) | -27.4% | 1.0% | 3.4% | -9.6% | -4.1% | · | -16.2% | -12.4% |
| O=C(Cc1ccccc1)NCc1ccc(-n2cccc2)cc1 | 21.2%[10 µM] | 3.6% | 1.3% | -3.5% | -6.2% | -0.3% | -8.2% | 23.9% |
| O=C(O)CCCCCn1c(SCC(=O)Nc2ccc(F)cc2)nc2ccsc2c1=O | -44.6%[inhibitor] | 0.7% | -2.1% | 2.2% | 0.9% | · | 4.4% | i |
| COc1cc(OC)cc(-c2nc(-c3ccccc3OC)no2)c1 | -8.5%[10 µM] | 2.9% | 2.7% | 7.2% | 5.4% | -20.9% | -21.4% | i |
| Cc1ccc(C(=O)Nc2ccc(N3CCCC3)cc2)cc1 | -48.2%[inhibitor] | 7.8% | -1.6% | ? | -19.4% | ? | 3.5% | -10.2% |
| Cc1cc(NC(=O)CSc2nc(-c3ccc(F)cc3)cs2)no1 | 0.7% | -4.7% | -3.4% | -0.1% | -13.2% | · | 3.6% | i |
| COc1ccccc1-c1ccc(=O)n(CC(=O)Nc2ccc(C(=O)N3CCCC3)cc2)n1 | -11.8% | -2.5% | -3.9% | -5.2% | -3.7% | -1.9% | -1.6% | -1.0% |
| O=S1(=O)c2ccccc2N(Cc2ccc(F)cc2)c2ccccc21 | · | 3.5% | -4.1% | 0.9% | -29.1% | · | 1.0% | · |
| Cc1ccc(Nc2nc(N)nc(CCl)n2)cc1 | 8.7%[10 µM] | -6.7% | 1.3% | -16.6% | -9.7% | -7.2% | 0.9% | -1.5% |
| CC(C)(C)N(Cc1ccccc1)C(=O)COC(=O)CCc1c[nH]c2ccccc12 | -19.2%[10 µM] | 14.2% | -0.3% | -13.4% | ? | -16.3% | 9.4% | -1.0% |
| O=C(Nc1ccc(Cl)c(-c2nc3ccccc3[nH]2)c1)c1cccnc1 | -11.4%[10 µM] | 0.0% | 0.4% | -12.1% | -13.3% | -3.9% | -1.0% | -12.1% |
| COc1cc(OC)cc(C(=O)Nc2nc3ccc(S(C)(=O)=O)cc3s2)c1 | 0.8% | ? | -2.7% | 6.2% | -13.8% | 0.4% | -2.3% | -26.2% |
| O=S(=O)(NCCC1CC1(Cl)Cl)c1ccc(Cl)cc1 (centres undefined) | -7.9%[10 µM] | -9.2% | 1.0% | -1.0% | -22.1% | 25.2% | -2.2% | -4.0% |
| O=C(Nc1ccccc1N1CCCC1)c1ccc([N+](=O)[O-])cc1Cl | · | 11.6% | -9.7% | -13.8% | -10.6% | -3.2% | 5.6% | i |
| CCC(=O)N1CCc2cc(S(=O)(=O)CCC(=O)NCc3ccccc3OC)ccc21 | · | -7.1% | -0.6% | -12.6% | -17.9% | · | -4.6% | · |
| CCn1c(=O)c(C(=O)NCCc2ccccc2)c(O)c2ccccc21 | -2.9%[10 µM] | -6.4% | 2.1% | -2.5% | -21.4% | 54.8%[activator] | -2.3% | -6.2% |

Screening data as filed in PubChem BioAssay.
